# Bioassay records from PubChem.
# SSB-PriA inh: blocks PriA binding to SSB C-terminal tail; AlphaScreen SSBct-PriA binding, biotinylated peptide; inhibition, % at 33 µM; hit rate 0.6% among 430,000; AID 1272365; in the data active = inhibition mostly above about 37%, no sharp cut-off; inactive = mostly below about 20%;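 note: plate controls were negative control peptide for no effect and reference peptide for full effect; strong numbers were not always called active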
# Rv3671c protease: inhibits the M. tuberculosis serine protease Rv3671c; hit rate 0.048% among 320,000; inhibition, % at 5.96 µM; AID 2606; in the data active = inhibition above about 38%;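 note: extracellular domain of Rv3671c used as enzyme; 0% = enzyme with DMSO and 100% = no enzyme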
# TcdB GH inh: inhibitors of Clostridioides difficile toxin B glycohydrolase; P18177; TcdB glycohydrolase enzymatic assay, plate reader; inhibition, % at 9.99 µM; hit rate 0.24% among 350,000; AID 652162; in the data active = inhibition above about 10%
# Target sequence (P18177 whole entry, looked up): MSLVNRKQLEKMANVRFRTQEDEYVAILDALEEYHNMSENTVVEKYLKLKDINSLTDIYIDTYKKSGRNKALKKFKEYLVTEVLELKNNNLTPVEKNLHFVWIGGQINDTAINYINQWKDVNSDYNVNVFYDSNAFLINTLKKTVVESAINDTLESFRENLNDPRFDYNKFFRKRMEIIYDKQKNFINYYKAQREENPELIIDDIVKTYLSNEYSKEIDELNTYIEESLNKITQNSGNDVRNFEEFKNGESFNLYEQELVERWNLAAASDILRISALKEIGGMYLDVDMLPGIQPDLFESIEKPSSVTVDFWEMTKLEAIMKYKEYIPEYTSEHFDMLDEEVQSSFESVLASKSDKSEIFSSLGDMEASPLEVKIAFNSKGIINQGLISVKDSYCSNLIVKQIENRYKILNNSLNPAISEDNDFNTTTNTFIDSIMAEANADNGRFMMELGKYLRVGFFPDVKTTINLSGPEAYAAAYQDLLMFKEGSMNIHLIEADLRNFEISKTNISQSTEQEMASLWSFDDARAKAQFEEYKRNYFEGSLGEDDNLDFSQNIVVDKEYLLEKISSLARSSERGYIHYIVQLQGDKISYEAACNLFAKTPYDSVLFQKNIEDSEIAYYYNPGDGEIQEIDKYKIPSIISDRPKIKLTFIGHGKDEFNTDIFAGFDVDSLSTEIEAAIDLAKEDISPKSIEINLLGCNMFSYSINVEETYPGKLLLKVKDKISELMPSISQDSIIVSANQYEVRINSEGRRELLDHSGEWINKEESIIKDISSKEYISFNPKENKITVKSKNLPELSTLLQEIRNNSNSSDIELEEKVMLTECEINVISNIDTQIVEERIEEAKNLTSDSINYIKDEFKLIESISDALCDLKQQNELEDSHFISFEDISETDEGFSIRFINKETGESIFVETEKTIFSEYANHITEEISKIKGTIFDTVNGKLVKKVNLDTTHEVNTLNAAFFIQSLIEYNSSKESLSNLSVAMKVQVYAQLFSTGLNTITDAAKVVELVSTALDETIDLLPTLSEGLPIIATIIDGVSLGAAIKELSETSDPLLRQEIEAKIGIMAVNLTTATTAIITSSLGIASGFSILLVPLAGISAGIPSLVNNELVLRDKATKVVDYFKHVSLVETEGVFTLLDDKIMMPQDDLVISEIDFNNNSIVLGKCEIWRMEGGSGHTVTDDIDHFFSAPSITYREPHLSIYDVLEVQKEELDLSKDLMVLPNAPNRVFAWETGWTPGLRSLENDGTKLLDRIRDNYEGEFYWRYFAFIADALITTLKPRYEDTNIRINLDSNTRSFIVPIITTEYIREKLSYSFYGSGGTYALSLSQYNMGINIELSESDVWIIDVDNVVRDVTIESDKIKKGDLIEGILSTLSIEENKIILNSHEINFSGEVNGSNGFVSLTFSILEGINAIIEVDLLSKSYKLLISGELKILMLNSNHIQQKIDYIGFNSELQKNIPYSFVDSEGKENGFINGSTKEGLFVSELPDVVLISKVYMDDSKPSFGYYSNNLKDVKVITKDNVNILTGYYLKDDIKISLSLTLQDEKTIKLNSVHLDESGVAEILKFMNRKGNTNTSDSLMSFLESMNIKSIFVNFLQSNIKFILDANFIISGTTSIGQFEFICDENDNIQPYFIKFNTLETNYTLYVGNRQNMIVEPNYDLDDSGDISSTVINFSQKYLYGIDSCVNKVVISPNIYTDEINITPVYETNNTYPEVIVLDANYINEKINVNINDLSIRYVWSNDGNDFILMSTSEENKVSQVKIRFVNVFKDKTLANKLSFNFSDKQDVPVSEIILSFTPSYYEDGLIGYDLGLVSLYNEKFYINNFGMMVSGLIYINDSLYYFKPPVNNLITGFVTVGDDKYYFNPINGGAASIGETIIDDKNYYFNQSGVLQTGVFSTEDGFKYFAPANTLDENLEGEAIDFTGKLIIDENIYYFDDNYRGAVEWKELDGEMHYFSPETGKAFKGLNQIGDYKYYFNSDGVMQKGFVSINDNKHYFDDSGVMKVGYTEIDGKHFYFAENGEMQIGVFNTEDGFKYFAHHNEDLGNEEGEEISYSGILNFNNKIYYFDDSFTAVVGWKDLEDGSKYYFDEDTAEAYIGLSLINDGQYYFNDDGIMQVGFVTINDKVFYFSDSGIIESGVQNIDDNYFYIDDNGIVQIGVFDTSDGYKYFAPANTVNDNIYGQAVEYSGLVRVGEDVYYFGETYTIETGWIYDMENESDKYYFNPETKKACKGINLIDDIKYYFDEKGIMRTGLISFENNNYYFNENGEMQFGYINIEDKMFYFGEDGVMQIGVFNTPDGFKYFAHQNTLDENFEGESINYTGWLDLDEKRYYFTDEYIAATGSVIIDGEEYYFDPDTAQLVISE
# SARS 3CLpro inh: SARS-CoV 3CLpro protease inhibition; P0C6X7; recombinant SARS-CoV 3CLpro, quenched FRET peptide cleavage; inhibition, % at 6 µM; hit rate 0.14% among 290,000; in the data active = inhibition above about 12%
# MazF activator: MazEF (E. coli) toxin RNase activation | FAM/BHQ RNA-DNA oligo cleavage fluorescence, 5 h | hit rate 0.32% among 350,000 | AID 504720 | P0AE70 | activation, % at 20 µM; in the data active = activation above about 50%
# Anthrax LF inh2: inhibitors of Bacillus anthracis lethal factor protease | hit rate 0.12% among 360,000 | inhibition, % at 10 µM | multiplex microsphere protease cleavage assay, LF | AID 588501; in the data active = inhibition above about 30%; inconclusive = no clear call, values can overlap the other calls; note: plate controls were buffer without enzyme for full effect and enzyme alone for no effect
# BH1578 lux ind: inducers of Vibrio cholerae quorum light production without autoinducers | activation, % at 18.7 µM | hit rate 0.16% among 350,000 | V. cholerae BH1578 lux reporter, luminescence, 6 h; in the data active = activation mostly above about 9.7%, no sharp cut-off; inconclusive = no clear call, values can overlap the other calls; inactive = mostly below about 3.7%; note: not every result past the cut was called active; inactives centre near 0; reference of the scale not given here
# VHR inh abs: blocks human VHR1 dual specificity phosphatase; P51452; recombinant VHR phosphatase, pNPP absorbance; inhibition, % at 13.3 µM; hit rate 0.52% among 290,000; AID 1654; in the data active = inhibition above about 50%; note: some compounds called inactive have numbers as strong as hits
# Y pestis TopoI: inhibitors of Yersinia pestis topoisomerase I; Y. pestis Topo-I cleavage product accumulation, plate reader; activity, % at 10 µM; hit rate 0.064% among 360,000; AID 504884; in the data active = activity above about 50%, passing the limit was not always enough; inconclusive = no clear call, values can overlap the other calls; note: inactives centre near 2
# PfHsp40 rescue: restores yeast growth despite PfHsp40 toxicity | S. cerevisiae expressing PfHsp40, growth rescue, ATP luminescence | growth rescue, % at 12.5 µM | hit rate 0.68% among 340,000; in the data active = growth rescue above about 28%, passing the limit was not always enough; inconclusive = no clear call, values can overlap the other calls;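 note: yeast W303a lacking pdr1 and pdr3 grown in galactose medium; growth measured after three days at 30 °C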
# An asterisk follows results filed as active; i = inactive; ? = inconclusive; nt = no result given; & = joins results of further samples.
# The opening 2 entries, ahead of the listing:
SMILES,SSB-PriA inh,Rv3671c protease,TcdB GH inh,SARS 3CLpro inh,MazF activator,Anthrax LF inh2,BH1578 lux ind,VHR inh abs,Y pestis TopoI,PfHsp40 rescue
O=C(NCC1CCCO1)C1CCCN(S(=O)(=O)c2ccc(Br)cc2)C1 (stereo not drawn),-10,1,1.1,-2,-4,3,-0.3,-7,4,-0.7
Cc1ccc(C(=O)OCC(=O)Nc2ccc(C(N)=O)cc2)s1,-5,-3,1.4,nt,-8,4,i,nt,1,0.4

# The listing, repeating the preview:
SMILES,SSB-PriA inh,Rv3671c protease,TcdB GH inh,SARS 3CLpro inh,MazF activator,Anthrax LF inh2,BH1578 lux ind,VHR inh abs,Y pestis TopoI,PfHsp40 rescue
O=C(NCC1CCCO1)C1CCCN(S(=O)(=O)c2ccc(Br)cc2)C1 (stereo not drawn),-10,1,1.1,-2,-4,3,-0.3,-7,4,-0.7
Cc1ccc(C(=O)OCC(=O)Nc2ccc(C(N)=O)cc2)s1,-5,-3,1.4,nt,-8,4,i,nt,1,0.4
COc1cc(S(=O)(=O)N2CCOCC2)ccc1NC(=O)COC(=O)c1ccc(Cl)nc1,0,1,-1.3,nt,4,5,0.6,nt,1,0.2
C/C(=N\NC(=O)c1ccccn1)c1ccc(C(=O)O)s1,nt,11,-3.9,-6,nt,nt,nt,-12,nt,nt
Cc1ccc2c(c1)C(c1ccc(F)cc1)N(C(=O)c1ccc(S(=O)(=O)N(C)C)cc1)CC(=O)N2 (stereo not drawn),-16,-7,0.1,1,4,-6,i,14,25,11
c1ccc2c(c1)ncn2CCOCCOCCn1cnc2ccccc21,9,2,nt,-5,0,-5,-0.3,4,0,3.1
COCCNC(=S)NN(c1ccccc1)c1ccccc1,4,-7,-8.1,1,1,3,-0.4,-3,12,-0.5
CC(C)C1Nc2ccc(C(=O)NCCCN3CCOCC3)cc2NC1=O (stereo not drawn),-13,-3,nt,-10,4,-4,-2.6,2,-3,-0.5
CCc1ccc2[nH]c(C(=O)Nc3ccc(C)c(F)c3)cc2c1,-3,nt,0.1,5,-12,-4,-1.4,17,-5,-1.3
O=C(Nc1cc(F)ccc1F)c1cccc(-n2cnnn2)c1,7,-10,1.0,nt,-2,2,-1.8,nt,1,0.4
CNCCC=C1c2ccccc2C=Cc2ccccc21,7,11,0.7,nt,9,1,-0.7,nt,-10,1.3
O=C(O)C1C2CCC(O2)C1C(=O)Nc1ccc(F)cc1 (stereo not drawn),-10,-4,1.2,-2,5,4,-0.5,43,-8,-0.1
CCc1nnc(NC(=O)c2ccc(Br)o2)s1,-7,3,-8.1,-1,6,-8,i,-7,1,-0.7
CC(C)N1C(=O)CCC1C(=O)NCCc1ccccc1 (stereo not drawn),-21,-1,nt,-1,6,1,-0.2,41,3,0.3
O=S(=O)(Nc1ccc(O)c(Sc2nc3ccccc3s2)c1)c1ccc(F)cc1,-2,-60,nt,3,-2,-1,-0.3,-11,-15,8.2
Cn1c(=O)n(C)c2cc(C(N)=O)ccc21,5,2,0.0,-4,0,-1,-6.7,-9,-8,-0.9
CC1(Cc2ccccc2OC(F)(F)F)C(=O)Nc2cc(-c3ccccc3Cl)ccc21 (stereo not drawn),nt,nt,1.6,nt,nt,-4,-0.4,nt,21,nt
CC(=O)Oc1ccc2c(C)cc(=O)oc2c1C(=O)c1ccccc1,-10,-13,1.3,1,1,-6,-0.2,-4,0,0.1
Cc1ccc(CNn2cnnc2SCC(=O)NC(C)(C)C)cc1,-9,-23,nt,4,4,-2,-0.3,16,-3,0.6
O=C(O/N=C1\CCS(=O)(=O)c2sccc21)c1ccc(F)cc1,nt,-1,1.2,-4,10,-2,-0.1,9,8,1.5
NC(=S)n1[nH]c(-c2ccc([N+](=O)[O-])cc2)c(N=Nc2ccc(Cl)cc2)c1=O,34,nt,nt,-3,-9,-8,-0.6,21,-14,0.9
CCOc1ccc(NC(=O)CCC(=O)NNC(=O)COc2ccccc2C)cc1,-13,6,-3.5,4,1,-4,-0.3,1,6,-1.2
COc1cc(NC(=O)CCN2CCN(c3ccccc3F)CC2)cc(OC)c1,-15,5,nt,4,-6,-1,i,7,3,-0.3
COc1ccc(O)c(C(C)(C)C)c1,-3,-2,0.2,4,2,-11,i,18,1,1.2
CNC(=O)CN(c1cc(OCCOC)c(Cl)cc1Cl)S(=O)(=O)c1ccc(OC)cc1,-23,0,0.6,0,2,-2,-1.2,17,3,?

# Carrying on:
SMILES,SSB-PriA inh,Rv3671c protease,TcdB GH inh,SARS 3CLpro inh,MazF activator,Anthrax LF inh2,BH1578 lux ind,VHR inh abs,Y pestis TopoI,PfHsp40 rescue
O=C(/C=C/c1ccc(Cl)cc1)NCCc1ccccc1,-13,-3,nt,3,3,0,i,2,9,-0.6
CCCOC(=O)c1c(NC(=O)CCC(=O)O)sc2c1CCCCC2,-13,-1,1.6,4,15,0,-0.3,11,14,-0.7
CCCC1NC(C(=O)O)Cc2c1[nH]c1ccccc21 (stereo not drawn),-6,nt,1.4,-1,0,4,-0.3,43,3,-1.1
CSc1nc2ccc(NC(=O)C3CCCO3)cc2s1 (stereo not drawn),-5,-10,nt,1,-6,0,-0.2,18,-5,1.2
Cn1c(=O)cc(OCC(=O)NCCc2ccc(Cl)cc2)c2ccccc21,-2,-4,0.5,6,-1,-1,-0.3,4,24,-1.2
CC(c1ccccc1)n1c(SCC(=O)N2CC(=O)Nc3ccccc32)nc2ccccc2c1=O (stereo not drawn),0,-5,nt,9,-2,-1,-0.3,33,21,0.2
CCc1ccccc1S(=O)(=O)Cc1ccc(C(=O)NC2CCCC2)o1,-8,-2,2.4,-2,9,-1,i,6,3,-0.1
CCOC(=O)N/N=C\c1ccc([N+](=O)[O-])o1,nt,11,nt,-2,2,0,i,32,-8,1.0
CCCNC(=O)C1(C)CCCN(C(=O)COc2ccc(C(C)(C)C)cc2)C1 (stereo not drawn),nt,nt,0.7,nt,nt,-1,i,nt,-3,nt
COc1ccc(C(=O)N2CCN(Cc3ccccc3C)CC2)cc1OC,12,-1,nt,-5,-2,2,0.3,15,7,-0.9
c1ccc(OCCOc2ccccc2-c2nnco2)cc1,-9,-10,nt,-2,-11,-4,i,17,-5,0.1
Cc1ccccc1-n1ncc2c1CC(C)(C)CC2NC(=O)CCn1cncn1 (stereo not drawn),0,nt,2.0,-1,-2,2,-0.4,9,-4,-1.0
CN(Cc1ccccc1)S(=O)(=O)c1ccc(Cl)c(C(=O)NCc2cccnc2)c1,-7,3,1.2,nt,-6,2,i,nt,10,4.1
CCOC(=O)c1cc2c(=O)c3ccccc3oc2nc1C,-3,9,-1.0,1,2,10,i,-12,-5,0.4
CCCc1ncc(C(O)c2cccc(OC)c2OC)n1C (stereo not drawn),0,7,nt,2,4,-3,-1.6,9,-2,1.2
O=C(NCc1ccco1)C1CCCN(S(=O)(=O)c2ccc(Br)cc2)C1 (stereo not drawn),-12,7,1.3,0,12,-8,-0.4,11,8,0.7
CCOC(CNC(=O)c1cccn2c(=O)c3c(C)c(C)sc3nc12)OCC,-8,7,-1.7,0,10,4,-0.9,21,12,-1.5
CC(=O)NC(Cc1ccccc1)C(=O)OCC(=O)c1ccc(Br)cc1 (stereo not drawn),3,-5,nt,3,-13,-2,i,2,-6,1.0
O=C(NNC(=O)c1c(O)c2ccccc2[nH]c1=O)c1ccccc1Br,-5,-4,1.1,4,0,-1,-0.5,21,7,-1.1
O=C(CCC(=O)N(c1ccccc1)C(C(=O)NC1CCCC1)c1ccncc1)Nc1cccnc1 (stereo not drawn),-24,5,nt,1,6,-1,i,5,-4,-1.2
CC(C)(C)c1ccc(NC(=O)N2CCCN(c3ccc([N+](=O)[O-])cn3)CC2)cc1,-1,-3,1.3,-3,3,-6,0.2,-15,14,8.4
COC(=O)c1ccccc1S(=O)(=O)N1CCC(C(=O)OC(C)C(=O)N(C)Cc2ccccc2)CC1 (stereo not drawn),18,nt,2.2,nt,-2,-6,-5.1,nt,33,1.0
Nc1nonc1-n1nnc(C(=O)N/N=C/C2CC=CCC2)c1CSc1ccccc1 (stereo not drawn),i,-5,-0.9,-4,-10,-5,-0.4,-10,8,-0.5
Cn1c(=O)c2c(ncn2CC(=O)OCC(=O)Nc2ccc(Cl)cc2)n(C)c1=O,5,-5,nt,2,-5,3,i,17,-4,-0.3
CC(C)COC(=O)c1ccccc1N1C(=O)C2C3CCC(C3)C2C1=O (stereo not drawn),3,3,0.6,0,-4,-1,-0.3,-8,-6,-0.4

# More results:
SMILES,SSB-PriA inh,Rv3671c protease,TcdB GH inh,SARS 3CLpro inh,MazF activator,Anthrax LF inh2,BH1578 lux ind,VHR inh abs,Y pestis TopoI,PfHsp40 rescue
COc1ccc(NCC(=O)N/N=C/c2cc([N+](=O)[O-])ccc2N2CCCC2)cc1,nt,-2,0.8,11,26,-6,0.2,15,-14,0.3
COc1ccc(-c2nc3c(c(=O)n(C)c(=O)n3C)n2CC2CC(c3ccccc3)=NO2)cc1OC (stereo not drawn),2,0,nt,-2,-9,-8,i,nt,-3,7.5
Clc1ccc(Sc2cnc3ccccc3n2)cc1,-97,9,nt,7,-2,-2,3.1,25,0,-0.7
COc1ccc(NC(=O)c2cc3ccccc3o2)cc1OC,-6,-10,3.4,-3,-4,-6,-0.9,13,9,-0.3
CCOc1cc(/C=C2/SC(=S)NC2=O)ccc1OC(=O)c1ccco1,7,-11,-0.5,-1,31,-4,i,26,2,-0.6
CC(Oc1coc(CN2CCN(C(=O)c3ccco3)CC2)cc1=O)c1ccccc1 (stereo not drawn),6&-13,2,1.8,nt,8,2,-1.8,nt,2,-0.3
COC(=O)c1ccc(CSc2cc(C)c3ccccc3n2)o1,0,-12,0.2,4,-13,-12,0.0,18,41,0.3
CCOc1ccc(CCNC(=O)c2cc3sccc3n2C)cc1OCC,8,-6,nt,3,5,-1,-0.3,-9,12,-0.5
Cc1c(C(=O)N/N=C/c2ccccc2)[nH]c2ccc(Cl)cc12,nt,-12,-0.2,-8,19,-3,-0.2,38,-7,0.8
COc1cc2cc(CCCOC(=O)c3ccc(F)cc3)oc(=O)c2cc1OC,1,4,0.3,nt,3,4,i,nt,15,9.8
Cc1nc2ccccc2nc1CSc1nnc(N)s1,-7,-7,nt,0,5,0,5.0,-4,-5,-0.4
Cc1cc(C)cc(NC(=S)NCc2ccc(S(N)(=O)=O)cc2)c1,6,-2,-0.5,2,4,-8,i,10,-2,0.4
C=CCNC(=O)c1ccc(-c2nc(-c3ccccc3)cs2)cc1,-14,-16,nt,6,0,-3,-0.7,18,19,0.5
Cn1c(=O)c2c(nc(SCCN3CCCCC3)n2Cc2ccc(Cl)cc2)n(C)c1=O,-14,-5,nt,2,5,-3,i,29,19,0.6
COc1ccc(-c2cc(C(=O)N/N=C(\C)c3cccnc3)c3ccccc3n2)cc1,nt,nt,2.3,-5,0,-5,-0.3,24,3,-1.3
COCc1cc(C)nc(SCC(=O)Nc2ccc(N3CCOCC3)cc2)c1C#N,-7,2,1.1,5,-5,-3,-0.2,31,2,-0.1
CCOC(=O)C1(C)CCCCN1C(=O)c1cccc(Cl)c1 (stereo not drawn),nt,nt,1.7,nt,nt,-10,-0.4,nt,10,nt
CCC(C)c1ccc(OCc2ccc(C(=O)O)o2)cc1 (stereo not drawn),1,3,0.5,1,0,-14,i,-25,-10,-0.7
COc1ccc(OC)c(C=NNC(=O)c2ccc(NS(=O)(=O)c3cccs3)cc2)c1,-15,-13,1.7,nt,-9,-11,-0.1,nt,0,nt
Cc1coc2cc3oc(=O)c(CCC(=O)N4C[C@H]5C[C@@H](C4)c4cccc(=O)n4C5)c(C)c3cc12,nt,-4,2.1,4,1,-12,-0.4,21,-5,0.1
CC(NC(=O)c1cccc(S(=O)(=O)N2CCCCCC2)c1)c1ccccc1 (stereo not drawn),-3,-2,1.6,nt,-8,nt,0.4,nt,13,1.0
CC(C)(C)c1ccc(C(=O)OC/C(O)=C(\C#N)c2nc3ccccc3s2)cc1,-2,11,0.1,2,2,-2,-0.3,15,-4,-2.5

# Some of the compounds tested; count on the stated rates, not on these rows.
